Source: PubChem BioAssay (National Center for Advancing Translational Sciences (NCATS))
FUS suppressor: qHTS for Suppressors of FUS Proteinopathy: Primary screen using FUS-linked yeast assay. S. cerevisiae FUS-expressing, growth rescue, OD600, 24 h. Potency, µM (series often up to 76.6 µM), without a hit: at the highest dose growth rescue (activation), actives largely listed as activators. actives 0.24% (n = 390,000);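 note: potency is the fitted concentration of half-maximal effect; plate controls were DMSO vehicle for no effect and reference control for full effect; nearly all actives have a fitted effect of over 55% in size; some results filed as inactive show a strong effect at the top dose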
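Yeast FUS proteinopathy model; galactose-induced FUS (2%), starting OD 0.005. Cpds in dilution series, 24hr, 30C, 99% humidity. Abs 600 nm growth. Pos ctrl CP55940 (top 92uM final); neg ctrl DMSO.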
EPAC1 ag: qHTS for Agonist of cAMP-regulated guanine nucleotide exchange factor 3 (EPAC1): primary screen. Potency, µM (titrated, usually from 154 µM), for inactives: top-dose activation, usual class: activators. Rap guanine nucleotide exchange factor 3 (Homo sapiens), O95398. AID 720707, 2013. EPAC1 agonist qHTS, biochemical assay; response scale: 100% = response to 6.5 mM cAMP. actives 0.073% (n = 360,000); note: potency is the fitted concentration of half-maximal effect; nearly all actives have a fitted effect of over 60% in size
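Read-out is the fluorescence drop as BODIPY-GDP leaves Rap1B (480 nm excitation, 540 nm emission), recorded every 5 minutes over 30 minutes. Reactions held 100 nM EPAC1, 250 nM Rap1B–BODIPY-GDP and 50 uM GDP, with 6.5 mM cAMP setting full activation.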
aSyn yeast inh: qHTS of alpha-syn Inhibitors; actives 0.14% (n = 370,000); Potency, µM (doses to about 46.1 µM), for inactives: at the top dose growth rescue (activation), actives largely listed as activators; Yeast expressing alpha-synuclein, growth rescue, BacTiter-Glo, 24 h; AID 652106, 2013; note: potency is the fitted concentration of half-maximal effect; % of control where 0% means no effect; nearly all actives have a fitted effect of over 65% in size
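Rescue of yeast growth: cells expressing toxic alpha-synuclein, induced in galactose at OD600 0.02, incubated with compound 24 h at 30 C. ATP luminescence quantified growth; inhibitors of toxicity appear as activators.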
Abeta yeast res: qHTS for compounds that reverse cellular toxicity of Amyloid beta (A-beta) peptide in yeast: Primary Screen. yeast expressing A-beta42, growth rescue, OD600, 48 h; response scale: 0% DMSO, 100% iron-clioquinol control. Potency, µM (doses to about 46.1 µM), inactives show top-dose growth rescue, actives largely listed as activators. actives 0.063% (n = 410,000); note: potency is the fitted concentration of half-maximal effect; nearly all actives have a fitted effect of over 55% in size
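Growth rescue measured by 600 nm absorbance after 48 h yeast culture at 30 C with compound. Values normalized between DMSO and an equimolar ferric chloride plus clioquinol control.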
EPAC1 antagonist: qHTS for Antagonist of cAMP-regulated guanine nucleotide exchange factor 3 (EPAC1): primary screen; Rap guanine nucleotide exchange factor 3 (Homo sapiens), O95398; EPAC1 GEF assay, Rap1b-BODIPY-GDP exchange fluorescence; Potency, µM (titrated, usually from 115 µM), without a hit: at the top dose activity change, negative = inhibition, actives largely listed as inhibitors; actives 0.14% (n = 360,000);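 note: potency is the fitted concentration of half-maximal effect; plate controls were vehicle for no effect and positive control for full effect; nearly all actives have a fitted effect of over 50% in size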
PLK1 PBD inh: qHTS for Inhibitors of PLK1-PDB (polo-like kinase 1 - polo-box domain): Primary Screen | Serine/threonine-protein kinase PLK1 (Homo sapiens), P53350 | Plk1 PBD binding of FITC phosphopeptide, fluorescence polarization | Potency, µM, without a hit: max response, negative = inhibition, actives largely listed as inhibitors | actives 2.8% (n = 360,000) | AID 720504, 2013; note: potency is the fitted concentration of half-maximal effect; series mostly up to about 57 µM; % is set by controls: 0 for no effect and ±100 for the full control effect; nearly all actives have a fitted effect of over 65% in size
Target sequence (P53350 whole entry, looked up, the tested form may be a part): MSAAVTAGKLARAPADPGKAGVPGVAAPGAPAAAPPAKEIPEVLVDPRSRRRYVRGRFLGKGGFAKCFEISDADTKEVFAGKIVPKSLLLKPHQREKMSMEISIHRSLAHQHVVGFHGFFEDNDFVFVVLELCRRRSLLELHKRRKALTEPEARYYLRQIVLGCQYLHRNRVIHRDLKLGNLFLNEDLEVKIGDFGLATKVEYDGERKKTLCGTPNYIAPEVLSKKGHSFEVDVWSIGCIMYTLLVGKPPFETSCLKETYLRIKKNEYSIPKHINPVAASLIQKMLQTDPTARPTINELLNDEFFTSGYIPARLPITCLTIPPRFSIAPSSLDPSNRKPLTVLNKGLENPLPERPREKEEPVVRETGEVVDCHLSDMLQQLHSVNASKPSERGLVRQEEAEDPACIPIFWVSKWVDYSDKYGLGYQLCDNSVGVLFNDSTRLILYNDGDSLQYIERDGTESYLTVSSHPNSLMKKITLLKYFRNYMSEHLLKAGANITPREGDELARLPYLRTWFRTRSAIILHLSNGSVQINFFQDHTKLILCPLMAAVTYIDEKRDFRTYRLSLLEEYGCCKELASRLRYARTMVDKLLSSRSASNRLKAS
IL-2 act: qHTS of IL-2 Activators | activation, % (series mostly up to about 46 µM) | IL-2 activation reporter assay, cell-based qHTS; stimulated with anti-CD3/CD4/CD28 beads; in transgenic mouse T cells | actives 0.065% (n = 360,000); in the data active = activation above about 50%; inconclusive = mostly about 30% to 49%; note: 0% is about no effect
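Unstimulated transgenic mouse T cells; 60-min compound exposure; bead-based TCR/CD4/CD28 stimulation; 18 h culture, 37 degrees C; dual fluorescence (EGFP, DsRed) plate cytometry.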
PI5P4Ka inh: qHTS for Inhibitors of phosphatidylinositol 5-phosphate 4-kinase (PI5P4K) | actives 1.2% (n = 330,000) | AID 652105, 2013 | max response, % | Phosphatidylinositol 5-phosphate 4-kinase type-2 alpha (Homo sapiens), P48426 | PI5P4Kalpha enzyme, ADP-Glo luminescence, 60 min; active compounds read low; active = max response of -50% or lower; inconclusive = between -30% and -50%; inactive = -30% or higher; note: value at the top dose of about 77 µM; % is set by controls: 0 for no effect and ±100 for the full control effect
Target sequence (P48426 whole entry, looked up): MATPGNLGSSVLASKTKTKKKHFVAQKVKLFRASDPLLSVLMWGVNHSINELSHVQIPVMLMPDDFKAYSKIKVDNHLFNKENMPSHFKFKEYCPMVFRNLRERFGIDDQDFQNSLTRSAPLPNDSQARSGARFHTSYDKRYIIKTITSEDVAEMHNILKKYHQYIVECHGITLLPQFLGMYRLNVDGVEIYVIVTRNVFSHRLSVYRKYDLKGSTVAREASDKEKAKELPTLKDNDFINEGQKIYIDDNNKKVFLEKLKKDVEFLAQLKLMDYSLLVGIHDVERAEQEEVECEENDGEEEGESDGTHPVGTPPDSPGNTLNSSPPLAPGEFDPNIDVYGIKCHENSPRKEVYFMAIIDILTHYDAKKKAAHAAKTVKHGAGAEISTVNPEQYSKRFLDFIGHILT
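Controls without substrate or without enzyme flank wells where PI5P4Kalpha converts substrate using 5 microM ATP (final). Incubation lasts 60 minutes at room temperature; ADP formed is read by ADP-Glo luminescence.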
WRN inhibitor: qHTS for Inhibitors of WRN Helicase. actives 0.46% (n = 360,000). WRN helicase unwinding, fluorescent forked duplex, kinetic. AID 651768, 2012. Potency, µM (top dose mostly 114 µM), for the others: at the highest dose activity change, negative = inhibition, hits mostly inhibitors; note: potency is the fitted concentration of half-maximal effect; % is set by controls: 0 for no effect and ±100 for the full control effect; nearly all actives have a fitted effect of over 55% in size
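Kinetic red-fluorescence monitoring (525/598 nm) tracks WRN helicase activity after 100 nM fluorophore-quencher forked duplex and 2 mM ATP are added to 20 nM enzyme pretreated 15 min at room temperature with compound.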
* marks the source's active call; other numbers are inactive results; ? = inconclusive; . = no result given; [ ] = dose if it differs, or a comment. Unless noted, calls come from the whole dose curve; as a rule, active = well fitted curve in the direction sought with a large enough effect; inconclusive = small, poorly fitted or top-dose-only effect, or another doubt; inactive = no such curve, though single readings can be large; an effect the other way counts as inactive or inconclusive. Compounds as they come; about 4.1% have a hit in one of these screens.

SMILES	FUS suppressor	EPAC1 ag	aSyn yeast inh	Abeta yeast res	EPAC1 antagonist	PLK1 PBD inh	IL-2 act	PI5P4Ka inh	WRN inhibitor
CCCCC1CC(CSc2ncn[nH]2)OC1=O (stereo unspecified)	-8%	-1%	4%	-5%	-5%	1%	2.0	.	9%
C=CC[N+](C)(C)CCCNC(=O)/C=N/O	18%	-1%	-3%	-5%	21%	4%	0.7	1	-31%[57.1 µM]
Cc1cccc(-n2ncc3c(N4CCC(C)CC4)ncnc32)c1	17%	13%	0%	-46%[inhibitor]	-13%	1%	1.1	0	-10%
O=C(CCNS(=O)(=O)c1ccccc1F)NC1CCCCCC1	-22%	11%	-5%	25%	14%	-3%	0.9	-1	9%
C/C(CCC1CC(C)OC1=O)=N/Nc1nc(-c2ccccc2)cs1 (stereo unspecified)	36%	2%	-24%	-30%	-28%	30µM*	-5.9	5	-12%
O=C(O)CCc1ccc(-c2ccc(Br)cc2)n1-c1ccc(O)cc1	?	-1%	3%	0%	-16%	?	-0.2	-7	-8%
O=C(CN(c1ccccc1Cl)S(=O)(=O)c1ccccc1)NC1CC2CCC1C2 (stereo unspecified)	?	7%	7%	-1%	5%	0%	-1.8	0	-7%
CC(C)CCN1C(=O)C2(OCCCO2)c2cc(Cl)ccc21	18%	8%	-8%	-1%	-13%	-13%	-0.1	17	-33%
O=C(CNC(=O)N1CC(=O)Nc2ccccc21)Nc1ccc(Cl)cc1Cl	-10%	6%	-5%	2%	-12%	-4%	-1.5	4	12%
O=C(Nc1nc2ccccc2s1)c1ccc([N+](=O)[O-])o1	0%	-4%	-7%	-9%	7%	-7%	1.1	-2	-3%

Given with two lines to a compound: part of the list above.
Every second line gives: FUS suppressor | EPAC1 ag | aSyn yeast inh | Abeta yeast res | EPAC1 antagonist | PLK1 PBD inh | IL-2 act | PI5P4Ka inh | WRN inhibitor
O=C(O)CCc1ccc(-c2ccc(Br)cc2)n1-c1ccc(O)cc1
    ? | -1% | 3% | 0% | -16% | ? | -0.2 | -7 | -8%
O=C(CN(c1ccccc1Cl)S(=O)(=O)c1ccccc1)NC1CC2CCC1C2 (stereo unspecified)
    ? | 7% | 7% | -1% | 5% | 0% | -1.8 | 0 | -7%

The listing continues.
SMILES	FUS suppressor	EPAC1 ag	aSyn yeast inh	Abeta yeast res	EPAC1 antagonist	PLK1 PBD inh	IL-2 act	PI5P4Ka inh	WRN inhibitor
O=C1C=C(c2ccc(O)cc2)C[C@@H](c2ccc(Cl)cc2)C1	-12%	20%	1%	2%	-6%	-3%	0.1	-3	-11%
CN(C)C(C(=O)NC1CCCCC1)c1ccc(Cl)cc1 (stereo unspecified)	3%	-7%	5%	12%	6%	3%	0.5	-3	0%
O=C(CC1OCC2CCCN2C1=O)Nc1ccc([N+](=O)[O-])cc1 (stereo unspecified)	-33%	0%	-52%[inhibitor]	-74%[inhibitor]	-4%	-1%	0.0	-4	-7%[57.1 µM]
C=CCSc1nc2ccccc2c(=O)[nH]1	-17%	-1%	0%	9%	-30%	1%	0.2	-3	5%
CC1(C)C(=O)Nc2ccccc2N1C(=O)COC(=O)CCSc1ccccc1	10%	15%	1%	7%	-4%	-23%	-4.6	1	-6%
CCCN1C(=O)C(NC(=O)c2ccncc2)(C(F)(F)F)C2=C1CC(C)(C)CC2=O (stereo unspecified)	14%	10%	-12%	12%	14%	0%	-0.6	.	-8%
Cc1oc2c(Cl)c(Cl)c(O)c(CN(C)C)c2c1C(=O)c1ccc(Cl)cc1	6%	4%	8%	-18%	0%	0%	-0.1	-6	-2%
CCOC(=O)C1=C[C@@H](C(C)(C)C)N(S(=O)(=O)c2ccc(OC)cc2)[C@H]1c1ccccc1	24%	-8%	-4%	20%	-27%	-9%	-1.1	14	-15%
COc1ccc2c(c1)c(C(=O)CN1CCN(C(=O)c3ccco3)CC1)c(C)n2C	40%	9%	-1%	0%	-14%	-9%	1.0	.	-11%
CCN(Cc1nc(-c2ccccc2)no1)C(=O)c1ccc2c(c1)OCO2	18%	10%	?	-1%	11%	-1%	0.5	-2	8%

Marked active in PLK1 PBD inh, of those listed so far:
SMILES,FUS suppressor,EPAC1 ag,EPAC1 antagonist,PLK1 PBD inh,IL-2 act,PI5P4Ka inh,WRN inhibitor
C/C(CCC1CC(C)OC1=O)=N/Nc1nc(-c2ccccc2)cs1 (stereo unspecified),36%,2%,-28%,30µM*,-5.9,5,-12%

(continued)
SMILES	FUS suppressor	EPAC1 ag	aSyn yeast inh	Abeta yeast res	EPAC1 antagonist	PLK1 PBD inh	IL-2 act	PI5P4Ka inh	WRN inhibitor
O=C(On1c(-c2ccccc2)nc2ccccc2c1=O)c1ccco1	-6%	3%	-90%[inhibitor]	-7%	-2%	17µM*	-1.9	.	?
O=c1[nH]nc(-c2ccccc2)c2ccccc12	-23%	2%	-1%	-6%	-4%	2%	-3.0	-14	-3%
S=C(Nc1ccccc1)Nc1ccc2cn[nH]c2c1	17%	-5%	12%	-9%	7%	?	1.6	-29	-3%
CN1CCN(c2ccc(NC(=S)NC(=O)/C=C/c3ccco3)cc2)CC1	8%	4%	-4%	1%	3%	-25%	-1.1	-12	-9%
CCOC(=O)c1c(CSC(=N)N)n(-c2ccc(Br)cc2)c2cc(Br)c(OC(C)=O)cc12	.	5%	-11%	1%	16%	-12%	0.5	-10	12%
COc1ccc(S(=O)(=O)n2c([N+](=O)[O-])cnc2C)cc1OC	12%	3%	-2%	2%	5%	-10%	2.0	-1	-17%
O=C1CC(c2ccccc2)=C(c2ccccc2)C1	-7%	-5%	7%	-5%	6%	1%	0.3	-6	2%
O=C(NCc1nnnn1-c1ccc(F)cc1)C1CC(=O)N(c2ccc(F)cc2)C1 (stereo unspecified)	34%	-7%	-3%	-19%	-3%	-6%	-4.4	-3	8%
Nc1ccc(C(=O)N/N=C\c2ccc(OC(=O)c3ccccc3Cl)cc2)cc1	3%	-3%	-5%	-19%	-29%	-14%	0.1	-9	-2%
CCCCn1cnc2c(sc3nc4c(cc32)CSC(C)(C)C4)c1=O	.	-5%	-3%	10%	8%	-6%	-4.2	8	-32%

A portion of the results above:
SMILES	FUS suppressor	EPAC1 ag	aSyn yeast inh	Abeta yeast res	EPAC1 antagonist	PLK1 PBD inh	IL-2 act	PI5P4Ka inh	WRN inhibitor
O=C(NCc1nnnn1-c1ccc(F)cc1)C1CC(=O)N(c2ccc(F)cc2)C1 (stereo unspecified)	34%	-7%	-3%	-19%	-3%	-6%	-4.4	-3	8%
Nc1ccc(C(=O)N/N=C\c2ccc(OC(=O)c3ccccc3Cl)cc2)cc1	3%	-3%	-5%	-19%	-29%	-14%	0.1	-9	-2%

(more compounds)
SMILES	FUS suppressor	EPAC1 ag	aSyn yeast inh	Abeta yeast res	EPAC1 antagonist	PLK1 PBD inh	IL-2 act	PI5P4Ka inh	WRN inhibitor
CCN(CC)S(=O)(=O)c1ccc(/C(O)=C(\C#N)c2nc3ccccc3n2C)cc1	-11%	13%	-1%	-15%	-9%	-10%	1.8	.	-12%
CC(C)c1ccc(S(=O)(=O)N2CCN(C(=O)c3cc(-c4ccccc4)n[nH]3)CC2)cc1	1%	-4%	1%	2%	-10%	4%	-4.0	0	5%
O=S(=O)(c1ccc(Br)cc1)c1cnc2ccccc2n1	-16%	-9%	16%	-52%[inhibitor]	-11%	-10%	-2.2	-4	-4%
C[C@H](NC(=O)[C@@H]1Cc2ccccc2CN1)C(=O)NC[C@H]1CC[C@H](C(=O)O)CC1	-31%	0%	-6%	6%	-24%	-13%	0.2	3	3%
O=C(Nc1nnc(SCc2ccccc2)s1)c1cc2c(s1)CCCC2	8%	-13%	-16%	2%	2%	-12%	2.0	-10	7%
CCOC(=O)c1cc(-c2ccccc2)sc1NC(=O)C(C)N1C(=O)NC(C)(c2ccc(Cl)cc2)C1=O (stereo unspecified)	42%	3%	-1%	-10%	-3%	?	-3.1	-6	-9%
Cc1[nH]c2ccccc2c1/C=N/NC(=O)c1cc(-c2cccs2)[nH]n1	1%	11%	1%	4%	-1%	-7%	0.0	-28	-21%
CC(C)[C@H]1CC[C@@H](C)C(C(=O)c2ccccc2)C1=O (stereo partly specified)	.	-5%	7%	-8%	7%	0%	-1.7	-1	5%
O=C(Cn1cnc2c(nnn2Cc2ccccc2)c1=O)NCC1CCCO1 (stereo unspecified)	-20%	-4%	-1%	-3%	27%	2%	-2.4	0	7%
Cc1ccc(/C=C(\NC(=O)c2ccc(C)cc2)C(=O)NCCCn2ccnc2)cc1	11%	4%	-20%	-12%	-16%	-6%	-0.3	-1	12%
C=CCCC(=O)N1C[C@H]2CCN(C)[C@H]2C[C@H]1c1ccccc1	-16%	-6%	?	-23%	8%	-3%	0.1	-1	-1%
O=C(OCCNc1ncc(C(F)(F)F)cc1Cl)c1ccc(S(=O)(=O)N2CCOCC2)cc1	9%	20%	1%	21%	-8%	1%	3.2	.	-13%
COc1cccc(-n2c(COc3ccc(C)cc3)nnc2SCC(=O)O)c1	13%	-5%	-8%	-4%	4%	-3%	-0.3	.	-2%[57.1 µM]
COc1ccc(Nc2nc(N(C)c3ccccc3)nc(N)c2[N+](=O)[O-])cc1	-2%	-2%	5%	-8%	-16%	-14%	-1.7	1	9%
COC(=O)CCC(=O)c1oc2ccccc2c1NC(=O)CCCN1C(=O)c2ccccc2C1=O	-2%	-4%	-10%	-6%	19%	-4%	-1.0	0	11%
